High-throughput results as filed in PubChem BioAssay.
14-3-3 Bad PPI = inhibitors of 14-3-3 zeta/Bad binding, primary screen, biochemical, TR-FRET, bovine 14-3-3 zeta. 14-3-3 protein zeta/delta (Bos taurus), P63103. TR-FRET 14-3-3zeta/Dy647-pBad peptide displacement, 1 h. inhibition, % at 21.7 µM. 220,000 compounds, 0.71% hits. AID 781, 2007;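 active = inhibition above about 70%, limit read from the data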;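 note: 0% = full 14-3-3 plus peptide FRET controls and 100% = background without 14-3-3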
Hck Nef HTS = inhibitors of Nef-activated human Hck kinase, primary screen, biochemical, Z-Lyte FRET, 384-well, Hck-YEEI; 220,000 compounds, 0.68% hits; inhibition, % at 20 µM; Recombinant Hck-YEEI plus Nef, Z-Lyte FRET kinase assay; Tyrosine-protein kinase HCK (Homo sapiens), P08631;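 active = Hck-Nef kinase inhibition above about 50%, limit read from the data; inactive = inhibition below that limit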;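 note: 0% = DMSO with Hck plus Nef and 100% = Hck alone without Nef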
Target sequence (P08631 whole entry, looked up): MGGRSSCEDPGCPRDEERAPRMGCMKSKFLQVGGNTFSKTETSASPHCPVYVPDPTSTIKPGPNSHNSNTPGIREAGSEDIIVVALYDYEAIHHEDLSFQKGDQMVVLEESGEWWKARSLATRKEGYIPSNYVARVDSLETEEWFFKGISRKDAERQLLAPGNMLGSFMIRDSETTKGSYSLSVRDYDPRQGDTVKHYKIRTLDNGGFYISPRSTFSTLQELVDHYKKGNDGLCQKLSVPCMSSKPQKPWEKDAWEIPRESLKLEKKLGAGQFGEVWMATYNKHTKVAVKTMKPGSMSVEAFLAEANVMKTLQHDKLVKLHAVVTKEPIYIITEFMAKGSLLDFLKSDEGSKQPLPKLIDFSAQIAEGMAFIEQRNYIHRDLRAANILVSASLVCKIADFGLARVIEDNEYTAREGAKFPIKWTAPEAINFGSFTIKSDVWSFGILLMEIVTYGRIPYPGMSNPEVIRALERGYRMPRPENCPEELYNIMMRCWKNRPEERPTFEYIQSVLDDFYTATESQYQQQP
Calpain2 inh = inhibitors of pig calpain II, primary screen, biochemical, fluorogenic peptide substrate, 1536-well; 220,000 compounds, 0.37% hits; inhibition, % at 16 µM; purified calpain II, 30 min; AID 1236, 2008;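 active = inhibition above about 50%, limit read from the data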
EP2 antag = human EP2 receptor antagonists, primary screen, TR-FRET cAMP, C6 glioma cells; Prostaglandin E2 receptor EP2 subtype (Homo sapiens), P43116; C6 glioma cells expressing human EP2; cells stimulated with saturating PGE2; inhibition, % at 25 µM; 260,000 compounds, 0.52% hits; AID 1422, 2008;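 active = percent inhibition above 40 after rounding to a whole number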;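 note: rat C6 glioma host cells with rolipram phosphodiesterase inhibitor present; the protocol text gives 20 µM as final concentration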
Target sequence (P43116 whole entry, looked up): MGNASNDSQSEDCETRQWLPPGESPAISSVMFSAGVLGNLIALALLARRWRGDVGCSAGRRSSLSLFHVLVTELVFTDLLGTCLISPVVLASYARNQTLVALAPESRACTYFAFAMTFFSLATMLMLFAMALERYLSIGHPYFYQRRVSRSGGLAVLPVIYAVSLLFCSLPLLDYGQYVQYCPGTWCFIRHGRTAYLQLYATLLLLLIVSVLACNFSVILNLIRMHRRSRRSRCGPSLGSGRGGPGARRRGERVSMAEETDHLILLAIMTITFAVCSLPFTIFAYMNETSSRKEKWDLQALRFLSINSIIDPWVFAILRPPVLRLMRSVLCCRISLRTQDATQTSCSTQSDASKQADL
EP2 modulator = EP2 receptor modulators, cAMP readout, primary screen, cell-based, HTRF cAMP, PGE2 stimulation; Prostaglandin E2 receptor EP2 subtype (Homo sapiens), P43116; EP2-expressing cells, cAMP HTRF FRET, PGE2 co-stimulation; induction, % at 25 µM; 260,000 compounds, 0.83% hits;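 active = compounds whose cAMP rise, as percent of the full-agonist control response, exceeds 60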;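 note: rat C6 glioma line stably carrying human EP2 under a CMV promoter; the protocol text gives 20 µM as final concentration; 100% = response of wells given 1 µM PGE2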
Rad51 HR inh = human RAD51 strand exchange inhibitors, primary screen, biochemical, fluorescence; hRad51 DNA strand exchange, fluorescence dequenching; inhibition, % at 10 µM; 200,000 compounds, 0.085% hits;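 active = inhibition above 40% at the single screening dose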;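 note: 0% = DMSO control wells and 100% = blanks with heterologous ssDNA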
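material = hRad51 filaments on single-stranded DNA | timing = filaments 15 min 37 °C, then compound 30 min | signal = FRET fluorescence dequenching, excitation 485 nm, emission 520 nm | benchmarks = control wells and blank wells on each plate | evaluation = percent inhibition relative to plate controls and blanks | compound = 10 µM final, single point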
Tb hexokinase = Trypanosoma brucei hexokinase 1 inhibitors, primary screen, biochemical, G6PDH-coupled NADH absorbance, MLSCN library; AID 1430, 2008; recombinant TbHK1, G6PDH-coupled NADH A340; hexokinase 1 [Trypanosoma brucei]; inhibition, % at 10 µM; 220,000 compounds, 0.11% hits;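 active = inhibition of 50% or more in the single-dose primary screen; inactive = inhibition below 50%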
L929 necroptosis = inhibitors of zVAD-triggered necroptosis, primary screen, L929 cells. L929 zVAD necroptosis rescue, ATP luminescence, 24 h; with zVAD 60 µM. viability rescue, % at 10 µM. 220,000 compounds, 0.38% hits. AID 1377, 2008;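 active = activation, scaled between plate controls, above about 75%, limit read from the data; inactive = activation under that limit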;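 note: 0% = zVAD with DMSO and 100% = DMSO alone without zVAD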
eIF4E 4G PPI = eIF4E–eIF4G protein interaction inhibitors, primary screen, biochemical, uHTS, TR-FRET, eIF4GI fragment | Eukaryotic translation initiation factor 4E (Mus musculus) + Eukaryotic translation … | TR-FRET eIF4E-eIF4GI(517-606) binding, 2 h | inhibition, % at 21.7 µM | 220,000 compounds, 0.37% hits | AID 782, 2007;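 active = inhibition above about 30%, limit read from the data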;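 note: 0% = full FRET control wells and 100% = background wells lacking eIF4GI fragment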
* hit, by the source's call; . = no result given; & = joins results of further samples; [ ] = dose if it differs, or a comment.

Preview, two compounds:
SMILES	14-3-3 Bad PPI	Hck Nef HTS	Calpain2 inh	EP2 antag	EP2 modulator	Rad51 HR inh	Tb hexokinase	L929 necroptosis	eIF4E 4G PPI
CCOc1ccc2nc(NC(=O)CN3CCC(n4nnc5cc(C(F)(F)F)ccc54)CC3)sc2c1	-3	2	0	16	5	4	0	1.9	-1
Cc1ccc(C)c(NC(=O)Cn2nc([N+](=O)[O-])c(Br)c2C)c1	-11	-2	-23	5	10	-7	35	1.0	0[fluorescence artefact?]

All compounds of this part, repeating the preview:
SMILES	14-3-3 Bad PPI	Hck Nef HTS	Calpain2 inh	EP2 antag	EP2 modulator	Rad51 HR inh	Tb hexokinase	L929 necroptosis	eIF4E 4G PPI
CCOc1ccc2nc(NC(=O)CN3CCC(n4nnc5cc(C(F)(F)F)ccc54)CC3)sc2c1	-3	2	0	16	5	4	0	1.9	-1
Cc1ccc(C)c(NC(=O)Cn2nc([N+](=O)[O-])c(Br)c2C)c1	-11	-2	-23	5	10	-7	35	1.0	0[fluorescence artefact?]
COc1cccc(C2=NOC(C(=O)N3CCOCC3)C2)c1 (stereo not given)	-8	0	-26	5	24	1	32	-0.4	2
Cc1cccc(C)c1NC(=O)C1=C(O)c2sccc2N(C)S1(=O)=O	-7	27	-24	11	20	2	-23	1.5	-2
COc1ccc(OC)c(N2C(=O)[C@@H]3C(c4ccccc4Cl)=NO[C@@H]3C2=O)c1	14	4	-28	10	0	-9	9	1.1	17
Cc1cc(C)c(S(=O)(=O)N2CCOC2CNC(=O)C(=O)NCc2ccco2)c(C)c1 (stereo not given)	2[fluorescence artefact?]	-1	-29	11	21	-6	-6	-1.1	1
N#CC1(c2ccccc2)CCC(=NO)CC1 (stereo not given)	-2	1	15	8	9	-4	4	0.8	0
COc1cc2c(cc1/C=C1/NC(=O)N(CC(=O)Nc3ccccc3)C1=O)OCO2	-1	15	-244	9	-1	-3	1	1.6	4
CCOC(=O)c1c(C)[nH]c(C(=O)CN2C(=O)NC(CC)(c3ccccc3)C2=O)c1C (stereo not given)	-8	1	-39	16	7	2	0	0.2	7
CC(=O)NCN1CCN(CNC(C)=O)CC1	-1	6	17	8	0	0	0	0.7	-15
CN(C1CCCC1)C1CCN(C(=O)CNC(=O)/C=C/c2ccccc2)CC1	17	-2	21	4	6	4	4	-0.5	-32
Cc1oc2c(c(=O)c1C)C(=O)CC(c1ccccc1)C2 (stereo not given)	-6	0	31	12	2	-4	-2	2.2	-8
Cc1c(NC(=O)c2cccc(S(=O)(=O)N3CCOCC3)c2)c(=O)n(-c2ccccc2)n1C	8	1	29	0	3	-4	4	-0.2	4
CC(C)c1nc(SCC(=O)N2CCc3ccccc32)n[nH]1	-5	-6	4	2	9	-3	-3	0.4	4
CCC(C)(C(=O)NC1CCCCC1)N(C(=O)Cc1cccs1)c1ccccc1 (stereo not given)	-8	3	13	5	42	.	-3	.	1
O=C(CSc1ncccn1)Nc1ccc2c(c1)CCC2	1	16	-1	7	-37	1	-7	-0.2	-6
O=C(c1cccc(S(=O)(=O)N2CCOCC2)c1)N1CCCCCC1	-9	0	14	9	2	8	4	-0.3	4
CCC(N=c1cc(-c2ccc(OC)c(OC)c2)oc2ccc(C)cc12)C(=O)O (stereo not given)	2	2	-199	8	-12	1	-37	0.5	7
O=C(C1=C[C@@H](C2CC2)C[C@@H](OCc2ccc(CO)cc2)O1)N1CCN(Cc2ccc3c(c2)OCO3)CC1	0	0	-8	19	-15	5	-10	-0.2	-2
CCOC(=O)c1ccc2c(c1)nc(C1CCN(S(=O)(=O)c3cccs3)CC1)n2CC	-12[fluorescence artefact?]	3	31	10	-23	-1	-2	2.6	-3[fluorescence artefact?]
CCOC(=O)/C(C#N)=C/c1ccc(OCC(=O)Nc2ccc(OC)cc2)c(OC)c1	-2	40	-9	12	4	0	-9	0.5	-56
Cc1cc(SCC(=O)N/N=C/c2ccc(O)c(O)c2)c(C)cc1Br	-16[fluorescence artefact?]	-2	-78	50*	-33	1	0	2.5	7[fluorescence artefact?]
O=C(CCn1nc(-c2ccc(F)cc2)ccc1=O)NCc1ccccc1	2	-2	15	12	2	0	0	-0.1	9
NC(=O)COC(=O)CNC(=O)c1cc(Cl)cc([N+](=O)[O-])c1	7	7	10	3	0	12	-2	0.1	-2
Cc1ccc(C)n1-c1ccc2c(c1)COC2=O	3	0	-36	17	2	1	2	0.9	2
Cn1nnnc1SCC(=O)N1CCN(c2ccc(Cl)cc2)CC1	11[fluorescence artefact?]	6	2	.	-4	.	-2	-0.2	4[fluorescence artefact?]
Cc1nn(C)c(C)c1CN(C)S(=O)(=O)c1ccc(F)cc1	-2	7	4	5	12	3	-5	-0.2	5[fluorescence artefact?]
CCOC(=O)c1ccc(NS(C)(=O)=O)cc1	-1	0	-18	16	30	-1	-5	0.4	0[fluorescence artefact?]
CC(=O)c1sc(C(C)(C)C)cc1NC(=O)c1ccccc1C(=O)O	-2	10	-2	20	77*	9	-28	0.1	3
O=C1c2cccc3cccc(c23)C(=O)N1CCN1CCN(CC(O)COc2ccc3ccccc3c2)CC1 (stereo not given)	-11	2	33	5	-2	7	-23	0.6	0
NS(=O)(=O)c1ccc(CNC(=S)NCc2ccc(Cl)cc2)cc1	0	5	-14	7	-44	0	9	-0.9	18
COc1cccc(NC(=O)CNC(C)CCC(C)C)c1 (stereo not given)	10[fluorescence artefact?]	-1	-33	22	-27	-1	5	-0.3	1[fluorescence artefact?]
Cc1ccc(O)c(C(=O)c2cnc3c(c2)COc2ccc(C)cc2-3)c1	-2	6	7	8	41	13	0	0.9	3[fluorescence artefact?]
COC(=O)c1ccccc1NC(=O)c1ccc(-c2ccccc2F)o1	8	0	-37	9	57	3	-5	0.1	-5
Cc1ccc(-n2c(Cn3c(C)nc4ccccc43)n[nH]c2=S)cc1	-5	3	-14	10	19	-59	-6	1.0	-2
O=C(COc1ccccc1)NNc1c2ccccc2nc2ccccc12	-15[fluorescence artefact?]	1	-19	16	-7	3	1	1.9	10
CNC(=O)c1nn(-c2ccccc2)ccc1=O	-2	2	12	15	28	3	-3	0.2	0
Cc1cc(C)cc(OCC(=O)N(Cc2cccs2)C2CCS(=O)(=O)C2)c1 (stereo not given)	-5[fluorescence artefact?]	1	-4	3	8	-6	3	-0.1	-2
O/N=C/c1ccc(-c2cc(Cl)ccc2Cl)o1	-12[fluorescence artefact?]	3	4	9	32	-4	26	2.8	-4
Cc1cccc(C(=O)OCC(=O)Nc2nccs2)c1	11	-2	0	6	-3	0	-5	-0.1	4
COc1cccc(C(NC(=O)c2ccccc2F)NC(=O)c2ccccc2F)c1	12	4	-14	14	-7	8	-1	0.0	3[fluorescence artefact?]
COCCCNC(=O)CCc1ccccc1	4	18	1	7	5	18	-9	-1.2	4
O=C(N(c1ccccn1)c1ccccn1)C12CC3CC(CC(Cl)(C3)C1)C2	4	20	22	6	-23	1	8	-0.5	-1
Cc1nn(C)cc1C(=O)Nc1c(C)nn(Cc2ccccc2Cl)c1C	-2	9	-17	14	26	.	6	1.4	3
O=C(COc1ccc(Cl)cc1)NCCc1ccccn1	-9	5	3	8	31	8	-2	1.3	-1
O=C(CNc1cccc2ccccc12)N/N=C/c1ccc([N+](=O)[O-])cc1	0	3	-15	6	-12	4	-12	0.9	3
COc1cccc(NC(=S)NCc2ccncc2)c1	-14[fluorescence artefact?]	2	-1	10	4	-7	30	0.4	-4[fluorescence artefact?]
COc1ccc(N(C(=O)c2cc3ccccc3oc2=O)C2C=CS(=O)(=O)C2)c(OC)c1 (stereo not given)	-11	20	-14	1	9	14	-16	0.6	-2
Cc1ccc(/C(N)=N/OC(=O)CCC2CCCCC2)cc1	-9	0	6	5	10	-6	6	0.3	5
Cc1ncsc1CCOC(=O)c1ccc([N+](=O)[O-])cc1	11	0	-16	8	15	-2	-7	0.6	8
COc1cc(/C=N/Nc2ncnc3sc4c(c23)CCC4)ccc1O	3	25	-16	2	12	.	-20	82*	2[fluorescence artefact?]
CCn1ccnc1CNC(=O)CC1C(=O)NCCN1CC(c1ccccc1)c1ccccc1 (stereo not given)	-5	-20	2	6	10	.	1	0.9	0
CC(C)(C)C1CCC2(CC1)C(Nc1cccc(C(F)(F)F)c1)=NC(=S)N2CC#N (stereo not given)	-10	6	13	11	24	-4	1	0.8	-3
COc1ccc(CN2CCC(C(=O)N3CCN(c4ccccc4F)CC3)CC2)cc1OC	-4	-13	-2	13	2	-1	-1	0.2	-3
Cc1ccc(S(=O)(=O)c2c(C(=O)c3ccccc3)cnc3cc4c(cc23)OCCO4)cc1	-28	4	-87	9	11	5	-20	0.4	18
COc1ccc(/C=C2\CCC(C3CCCC3)C2=O)cc1Cn1nc(C)cc1C (stereo not given)	-3[fluorescence artefact?]	0	13	11	-14	-7	-12	0.0	7
Cc1ccc(C2(c3noc(CN4CCC(C(=O)N5CCOCC5)CC4)n3)CCCC2)cc1	6	29	8	6	0	2	-4	0.1	-1
NS(=O)(=O)c1ccc(NCC2COc3ccccc3O2)c([N+](=O)[O-])c1 (stereo not given)	2	23	5	9	-78	-2	1	0.5	1
CC1CCN(C(=O)Cn2cc(C(=O)c3ccco3)c3ccccc32)CC1	5	0	-2	11&5	14&-43	6	-14	-0.1	-2[fluorescence artefact?]
Cc1nn(C)cc1/C=C(/C#N)C(N)=O	1	1	13	3	-10	.	-42	0.8	5
(continued)
SMILES	14-3-3 Bad PPI	Hck Nef HTS	Calpain2 inh	EP2 antag	EP2 modulator	Rad51 HR inh	Tb hexokinase	L929 necroptosis	eIF4E 4G PPI
CCC(C)NCC(O)COCc1ccc(Cl)cc1 (stereo not given)	0	-7	16	12	-14	-16	5	-0.5	-2
Cc1ccc(-c2csc(NC(=O)c3ccc4c(=O)n5c(nc4c3)CCCCC5)n2)cc1	-5[fluorescence artefact?]	3	-97	6	-3	4	-16	1.7	6
O=C1CNC(=S)N1CCc1ccccc1Cl	-4	24	-26	4	-9	-10	-13	0.0	3
COC(=O)c1cn(NC(=O)c2cccnc2)c(=O)c2ccccc12	4[fluorescence artefact?]	2	-5	8	10	4	-12	0.4	-3
CN1CCN(C(=O)/C=C/c2ccc([N+](=O)[O-])o2)CC1	4	22	-11	6	18	-2	-46	42	1
O=c1nc(-c2ccccc2)cc(C(F)(F)F)[nH]1	20	0	-34	15	27	.	-15	-0.2	14
Cc1cccc(N(CC(=O)NC(C)(C)C)C(=O)CS(=O)CC(=O)Nc2ccc(F)cc2)c1 (stereo not given)	-10	14	-6	0	6	8	-2	1.2	0
COc1cccc(NC(=S)Nc2ccc(Br)cc2Cl)c1	-8	-20	29	13	-42	-16	-1	-0.2	10

The list is partial. The share of hits here may be higher or lower than overall.
